Source: PubChem (National Center for Advancing Translational Sciences (NCATS))
DRD3 antagonist: qHTS of D3 Dopamine Receptor Antagonist: qHTS; D3R cells, DiscoveRx beta-arrestin luminescence, antagonist mode; hits give low values; max response, negative = inhibition, %; 2.5% of 360,000 active; AID 652054, 2013; in the data active means max response below about -50%; inconclusive means no clear call, values can overlap the other calls; further: on the % scale 0 is the no-effect control and ±100 the full control effect; mostly tested at two doses, the higher about 12 µM
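Cells expressing the human receptor were seeded at 1500 cells/well, incubated overnight at 37 degrees C in 5% CO2, then exposed to library compounds with dopamine controls for 90 minutes at 37 degrees C before luminescent detection.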
PTHR1 ag: qHTS for PTHR1 Agonists: Primary Screen | HEK293 GP2 PTHR1 cells, GloSensor cAMP luminescence, 1 h | Potency, µM (titrated, usually from 115 µM), without a hit: at the highest dose activation, actives largely listed as activators | 0.075% of 410,000 active | AID 743266, 2014; further: potency means the concentration at half of the fitted maximal effect; nearly all actives have a fitted effect of over 55% in size; some results filed as inactive show a strong effect at the top dose; inactives centre near -15; many of its hits are not listed in these tables
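HEK-293-derived GP2 cells expressing PTHR1 and a GloSensor cAMP reporter, 3,000/well, plated overnight, given luciferin plus IBMX (each 0.5 mM as added) for 1 h at 37 °C, then compound for 1 h at 37 °C. Luminescence was read after 15 min at room temperature.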
EPAC2 antagonist: qHTS for Antagonist of cAMP-regulated guanine nucleotide exchange factor 2 (EPAC2): primary screen; Rap guanine nucleotide exchange factor 4 (Homo sapiens), Q8WZA2; EPAC2 GEF exchange of Rap1B-BODIPY-GDP, fluorescence; Potency, µM (doses to about 114 µM), inactives show top-dose activity, negative = inhibition, most hits filed as inhibitors; 0.18% of 360,000 active; AID 720708, 2013; further: potency means the concentration at half of the fitted maximal effect; on the % scale 0 is the no-effect control and ±100 the full control effect; nearly all actives have a fitted effect of over 45% in size; many of its hits are not listed in these tables
Target sequence (Q8WZA2 whole entry, looked up): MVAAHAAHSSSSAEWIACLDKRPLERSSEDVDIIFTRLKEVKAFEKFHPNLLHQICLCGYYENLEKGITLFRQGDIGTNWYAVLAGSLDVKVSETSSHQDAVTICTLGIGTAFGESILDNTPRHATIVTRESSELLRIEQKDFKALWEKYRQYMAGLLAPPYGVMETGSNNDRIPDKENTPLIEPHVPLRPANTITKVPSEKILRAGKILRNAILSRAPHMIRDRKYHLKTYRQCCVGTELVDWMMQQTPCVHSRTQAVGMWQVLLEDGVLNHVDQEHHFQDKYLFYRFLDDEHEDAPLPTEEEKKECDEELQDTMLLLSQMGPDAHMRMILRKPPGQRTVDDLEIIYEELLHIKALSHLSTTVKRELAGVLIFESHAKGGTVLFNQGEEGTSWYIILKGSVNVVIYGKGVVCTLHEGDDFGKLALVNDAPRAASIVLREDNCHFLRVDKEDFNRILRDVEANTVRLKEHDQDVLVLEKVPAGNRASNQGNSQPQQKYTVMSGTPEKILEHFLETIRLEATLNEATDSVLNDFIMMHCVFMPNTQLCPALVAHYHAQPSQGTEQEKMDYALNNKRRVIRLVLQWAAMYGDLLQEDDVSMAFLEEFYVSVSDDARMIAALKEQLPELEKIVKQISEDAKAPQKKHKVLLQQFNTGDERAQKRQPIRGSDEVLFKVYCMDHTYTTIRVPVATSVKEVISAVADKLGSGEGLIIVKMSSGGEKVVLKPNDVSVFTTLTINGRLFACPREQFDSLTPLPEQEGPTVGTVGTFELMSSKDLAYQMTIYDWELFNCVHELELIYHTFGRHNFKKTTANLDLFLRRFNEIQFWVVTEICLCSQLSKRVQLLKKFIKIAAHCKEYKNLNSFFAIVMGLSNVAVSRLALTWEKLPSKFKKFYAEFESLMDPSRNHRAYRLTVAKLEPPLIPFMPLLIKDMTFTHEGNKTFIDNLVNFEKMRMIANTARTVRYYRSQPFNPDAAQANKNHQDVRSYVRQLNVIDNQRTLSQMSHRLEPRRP
CCT modulator: High-Throughput Screening for Modulators of Cytosolic Chaperonin Activity; purified chaperonin ATPase assay, HTRF ADP detection, 30 min; activity change, % (concentration not given with the values), hits read low; 0.3% of 360,000 active; AID 651819, 2012; in the data active means activity change below about -30%; further: on the % scale 0 is the no-effect control and ±100 the full control effect
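First, chaperonin was dispensed at 40 nM or 20 nM final depending on batch activity. Next, compounds were pinned at 76 uM and ATP added at 10 uM. After 30 min at 37 °C, ADP detection reagents ran 30 min at ambient temperature.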
Mm-Cpn inhibitor: Inhibitors of TCP-1 ring complex (TRiC) of Methanococcus maripaludis (MmCpn): qHTS; AID 504842, 2011; purified Mm-Cpn ATPase, ADP Transcreener TR-FRET; Chaperonin Mm-Cpn (Methanococcus maripaludis); 0.031% of 330,000 active; Potency, µM (series often up to 76.9 µM), without a hit: at the top dose activity, negative = inhibition, usual class: inhibitors; further: potency means the concentration at half of the fitted maximal effect; on the % scale 0 is the no-effect control and ±100 the full control effect; nearly all actives have a fitted effect of over 80% in size
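Inhibition of chaperonin ATP hydrolysis is measured as reduced ADP production, detected by competitive TR-FRET in which signal falls with ADP. Final enzyme 25 nM and ATP 10 uM, reacted 30 min at 37°C.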
Akt phos inh: HTS Assay for Inhibitors of Akt Phophorylation: Primary Screen | activity change, % for hits at 50 µM | 0.32% of 360,000 active | AID 651550, 2012 | Neuro2A IGF-stimulated pAkt S473 HTRF, 20 min; hits give low values; in the data active means activity change below about -80%; inconclusive means mostly about -51% to -80%; further: on the % scale 0 is the no-effect control and ±100 the full control effect
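Single-point screen (50 µM final compound) in Neuro2A cells stimulated 20 min with 6 nM IGF at 37 deg C. After lysis, Ser473-phosphorylated Akt read by HTRF (ex 330 nm, em 615/665 nm) as the 665/615 ratio.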
EPAC2 ag: qHTS for Agonist of cAMP-regulated guanine nucleotide exchange factor 4 (EPAC2): primary screen; EPAC2 activation, biochemical qHTS; response scale: 100% = 6.5 mM cAMP response; Potency, µM (series often up to 154 µM), without a hit: at the highest dose activation, usual class: activators; 0.079% of 360,000 active; AID 720711, 2013; further: potency means the concentration at half of the fitted maximal effect; nearly all actives have a fitted effect of over 50% in size
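In this primary screen, activation is scored as increased exchange of BODIPY-GDP from Rap1B by 100 nM EPAC2, with 50 uM GDP as competitor. Signal is normalized to the 6.5 mM cAMP agonist control.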
DRD3 agonist: qHTS of D3 Dopamine Receptor Agonist: qHTS | D(3) dopamine receptor (Homo sapiens), P35462 | D3R DiscoveRx beta-arrestin cells, luminescence, 90 min | max activation, % | 0.58% of 410,000 active | AID 652048, 2013; in the data active means max activation above about 30%; further: 0% is about no effect; mostly tested at two doses, the higher about 12 µM
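Agonist-mode cell screen: cells plated at 1500/well and incubated overnight at 37 °C, then exposed to library compounds for 90 min at 37 °C. Detection reagent was added for 30–60 min at room temperature, and luminescence was read.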
The depositor's hits bear a star; i = inactive; ? = inconclusive; nt = no result given; & = joins results of further samples; [ ] = dose if it differs, or a comment. Unless noted, the call rests on the fitted dose curve; in most records, active means well fitted curve in the direction sought with a large enough effect; inconclusive means small, poorly fitted or top-dose-only effect, or another doubt; inactive means no such curve, though single readings can be large; an effect the other way counts as inactive or inconclusive. The list is partial; count on the stated rates, not on these rows.

SMILES,PTHR1 ag,Mm-Cpn inhibitor,Akt phos inh,CCT modulator,EPAC2 antagonist,DRD3 antagonist,DRD3 agonist,EPAC2 ag
Cc1ccc(Nc2nc(Oc3ccc(OCc4ccccc4)nn3)nc(N3CCOCC3)n2)cc1,0%,-1%,i,-0.9,3%,-14,2,5%
Cc1ccc2c(C)c(C(=O)N3CCN(c4ncccn4)CC3)oc2c1C,-24%,1%,i,-1.6,-6%,10,6,21%
COc1cccc(OC)c1C(=O)Nc1cccc(-c2nc3ccccc3[nH]2)c1,-34%[inhibitor],2%,i,2.3,2%,17,-4,7%
COc1ccc(CCNC(=O)c2ccccc2OCc2c(C)noc2C)cc1,i,-1%,i,-1.2,0%,-4,3,3%
O=C(NCCc1ccccc1)c1ccc(-c2ccccc2C(F)(F)F)o1,-10%,-3%,i,-1.0,-25%,0,-40,3%
COc1ccc(F)cc1S(=O)(=O)N1CCC(C(N)=O)CC1,i,0%,i,-0.2,11%,8,1,-1%
C=CCN1C(=O)CN=C1Nc1cc(C)ccc1C,i,0%,i,-1.9,1%,1,1,-1%
CC(=O)c1cc2c(cc1NC(=O)C1CC=CCC1C(=O)O)OCO2 (stereo not drawn),i,-1%,i,-1.1,3%,-20,-1,5%
O=C(Oc1ccc(NC(=O)c2cc3c(cc2Br)OCO3)cc1)c1ccccc1,-24%,?,i,-9.6,-26%,-21,0,0%
CCOc1cccc(C(=O)N(Cc2ccco2)C2CCS(=O)(=O)C2)c1 (stereo not drawn),i,0%,i,-1.5,8%,2,6,4%
C=CCNC(=O)COC(=O)c1ccc(Cl)c(S(=O)(=O)N(Cc2ccccc2)c2ccccc2)c1,-13%,3%,i,1.1,-25%,7,5,11%
Cc1noc(C)c1S(=O)(=O)Nc1cccc(CO)c1,?,-3%,i,0.2,5%,2,1,7%
Cc1ccc(OCc2ccc(C(=O)N3CCCC3)o2)cc1C,-22%,1%,i,-1.0,4%,2,15,7%
CC1(C(=O)NS(=O)(=O)C2CC2)CCN(C(=O)c2c(F)cccc2F)C1 (stereo not drawn),i,nt,nt,1.8,0%,11,-2,-2%
Cc1nn(C)c(C(=O)NC(=S)Nc2ccccc2Br)c1Cl,i,-5%,i,0.5,3%,14,3,3%
O=c1oc2ccccc2n1CCn1c2ccccc2c2nc3ccccc3nc21,i,1%,i,-3.8,-2%,13,3,-1%
CN(Cc1cccc(F)c1)C(=O)c1ccccc1Sc1ccccc1C#N,-28%,0%,i,-1.0,?,5,3,5%
Cc1nc2c(OCc3ccc(F)cc3)cccn2c1N(C)C(=O)CCC1CCCC1,-7%,nt,i,-1.6,-15%,?,-2,13%
COc1ccc(CN(C)Cc2c(O)ccc3ccccc23)cc1,i,3%,i,-0.6,-12%,-12,-19,-8%
CC1(C(=O)Nc2ccccc2)CCN1C(=O)C1(c2ccccc2)CC1 (stereo not drawn),i,nt,i,-0.2,3%,0,-9,5%
CCC(Cc1ccccc1)NC(=O)CN1C(=O)CSc2ncccc21 (stereo not drawn),0%,-4%,i,-0.3,5%,-20,2,2%
O=C(OCC(=O)N1CCC(Cc2ccccc2)CC1)c1cncc(Br)c1,-25%,-8%,i,0.2,-7%,4,-14,13%
COc1cccc2cc(C(=O)NCCN3CCOCC3)c(=O)oc12,-27%,-3%,i,-1.7,12%,2,4,-4%
O=C(/C=C/c1cccc([N+](=O)[O-])c1)Nc1ccccn1,i,0%,i,-0.3,4%,6,1,0%
COc1ccc(NS(=O)(=O)c2ccc(C(=O)N(C)Cc3cccs3)cc2)cc1,-19%,2%,i,0.9,-15%,6,0,-2%
Cc1csc2ncc(C(=O)NCc3ccc4c(c3)OCO4)c(=O)n12,i,-7%,i,0.3,1%,-5,-3,6%
O=C(NCc1cccnc1)C1CCCCN1S(=O)(=O)c1ccc(F)cc1 (stereo not drawn),-24%[57.5 µM],1%,i,0.1,-1%,4,-1,4%
Cc1ccc(Cn2nnc(C(=O)Nc3cc(C)ccc3C)c2N)cc1,-18%,-4%,i,-4.9,0%,-8,-1,5%
CCC(C)n1cnc2c(c1=O)c1nc3ccccc3nc1n2Cc1ccccc1OC (stereo not drawn),-18%[57.5 µM],2%,nt,-2.5,1%,-21,-3,-41%[inhibitor][15.6 µM]
Cc1cccc(NC(=O)N2CCCC2C(=O)NCc2ccccc2)c1 (stereo not drawn),i,1%,i,-3.5,22%,-1,0,9%
COCCN1C(=O)c2ccc(C(=O)Nc3cccnc3)cc2C1=O,-11%,-2%,i,1.5,-2%,-6,15,2%
COc1ccc(CN2CCCCC2C(=O)Nc2ccc(OC)c(OC)c2)cc1OC (stereo not drawn),-3%[57.5 µM],-3%,i,-3.7,2%,14,3,10%
N#Cc1sc(NCc2ccccn2)nc1Cl,i,3%,i,0.1,11%,0,6,-1%
COC(=O)CSc1nc(NC#N)nc(NC(C)C)n1,-6%[57.5 µM],1%,i,1.6,8%,-2,-4,5%
CCC1C(=O)CC(c2ccc([N+](=O)[O-])cc2)NC1c1ccc([N+](=O)[O-])cc1 (stereo not drawn),-4%,-2%,i,2.7,13%,-25,-21,11%
O=C(Cn1c(NCCO)nc2ccccc21)NCCc1ccc(F)cc1,-12%,-1%,i,0.3,-12%,0,-3,6%
NNC(=O)CN1C(CN2CCOCC2)=Nc2ccc(Br)cc2C1c1ccccc1 (stereo not drawn),-46%,-3%,i,2.4,-6%,3,-9,3%
Cc1ccc(NC(=O)c2cc(N(C)C)ccc2[P+](=O)O)cc1,-12%[57.5 µM],-1%,i,1.0,4%,4,7,1%
Cc1ccc(OCCN2CCCC2)cc1,-13%,-3%,i,1.5,5%,?,-16,17%
CCN(C(=O)CSc1nc2ccccc2c(=O)n1Cc1ccc(C)cc1)C1CCS(=O)(=O)C1 (stereo not drawn),-9%,-4%,i,-0.4,4%,2,6,6%
Cc1noc(C)c1NC(=O)N(C)C[C@H]1OCCCC[C@@H](C)Oc2ccc(NC(=O)Nc3ccc(F)cc3)cc2C(=O)N([C@@H](C)CO)C[C@H]1C,-6%,nt,i,1.3,-11%,-23,-4,-17%
CCOC(=O)c1nc(NCc2cccnc2)c2ccccc2n1,i,-4%,i,4.2,13%,16,4,3%
CC1(CC(=O)O)C(=O)N=C2C=CC=CN21 (stereo not drawn),i,-2%,i,-3.8,5%,-3,1,-1%
CCCn1c2ccccc2c2nnc(SC(CC)C(=O)Nc3sc4c(c3C#N)CCCC4)nc21 (stereo not drawn),i,1%,i,1.4,1%,5,-5,6%
CCn1nccc1C(=O)Nc1cccc(C)c1C,i,2%,i,3.0,?,34,-3,-1%
OC(CNCc1ccccc1Cl)C(F)(F)F (stereo not drawn),i,-9%,i,1.1,-11%,-1,1,1%
Cc1ccc(S(=O)(=O)N2CCN(C(=O)COC(=O)COc3ccc(Br)cc3)CC2)c(C)c1,?,nt,i,-0.9,7%,-20,-2,-2%
Cc1cccc(C)c1N1CCN(S(=O)(=O)c2ccccc2)CC1,-8%,-7%,i,-0.8,-3%,-3,-4,20%
COc1ccc(-n2nc(C(=O)O)c3ccccc3c2=O)c(OC)c1,-6%[57.5 µM],0%,i,-5.0,5%,13,20,7%
CN(C)c1ccnc(Oc2ccc(F)cc2)c1C#N,-1%[57.5 µM],-1%,i,-5.3,12%,5,2,4%
COc1cc2c(cc1NC(=O)CN1CCN(S(=O)(=O)c3ccc(F)cc3)CC1)oc1ccccc12,i,-1%,i,-0.7,12%,14,-8,8%
CSc1nnc(-c2ccccc2N=Cc2c(C)[nH]n(-c3ccc4ccccc4c3)c2=O)c(=O)[nH]1,-4%,-1%,i,-1.1,12%,83,8,0%
O=C(COc1ccccc1)NS(=O)(=O)c1ccccc1,-9%,1%,i,0.8,13%,-10,2,7%
CCc1cccc(OCC(=O)Nc2c[nH]c(=O)[nH]c2=O)c1,i,-2%,i,-3.2,4%,14,3,2%
O=[N+]([O-])c1cc(C(F)(F)F)cc([N+](=O)[O-])c1NCCCN1CCOCC1,-17%,1%,i,-1.5,-9%,4,11,8%
Cc1ccc(Cl)c(OCC(=O)OCC(=O)c2ccc[nH]2)c1,i,-3%,i,0.0,8%,26,4,4%
COc1ccc([N+](=O)[O-])cc1N(CC(=O)NCc1ccco1)S(C)(=O)=O,-2%,2%,i,0.1,16%,-2,0,5%
CCn1c(SCCN2CCCCC2)nnc1-c1ccc(S(=O)(=O)N2CCOCC2)cc1,-1%,1%,i,1.0,13%,-74*,-8,-2%
Cc1ccc(S(=O)(=O)N2CCC3(CC2)OCCN3S(=O)(=O)c2cccs2)cc1,i,0%,i,1.2,13%,6,-2,1%
CC(=O)c1ccc(CCCC(=O)O)cc1,-32%[inhibitor][57.5 µM],1%,i,-2.8,-3%,-10,-3,9%
Cc1cc(C)cc(N(CC(=O)Nc2cccc(C)c2C)S(=O)(=O)c2c(C)[nH]c(=O)[nH]c2=O)c1,-38%[inhibitor],-2%,i,-1.9,5%,20,6&7,6%

Retrieved by structure from above:
SMILES,PTHR1 ag,Mm-Cpn inhibitor,Akt phos inh,CCT modulator,EPAC2 antagonist,DRD3 antagonist,DRD3 agonist,EPAC2 ag
NNC(=O)CN1C(CN2CCOCC2)=Nc2ccc(Br)cc2C1c1ccccc1 (stereo not drawn),-46%,-3%,i,2.4,-6%,3,-9,3%
CCOC(=O)c1nc(NCc2cccnc2)c2ccccc2n1,i,-4%,i,4.2,13%,16,4,3%
